From PubChem BioAssay
KOR beta-arrestin-1 = KOR agonists, beta-arrestin recruitment, primary screen, cell-based, luminescence, uHTS (AID 1777); activation, % at 10 µM; hits with a dose series show EC50 in µM; KOR beta-arrestin recruitment, luminescence; higher % means a stronger effect; 0.02% of 280,000 active; in the data active = activation above about 50%, passing the limit was not always enough; also: a part of the inactive calls stands beside numbers as strong as those of hits
NOD1 inhibition = NOD1 signaling inhibitors, primary screen, cell-based, luminescence, uHTS (AID 1578) | NOD1-driven NF-kB luciferase reporter cells, luminescence; higher % means a stronger effect | inhibition, % at 4 µM; hits with a dose series show EC50 in µM | 1% of 290,000 active; in the data active = inhibition mostly above about 36%, no sharp cut-off; inactive = mostly below about 34%;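 also: HEK-293T reporter cells stimulated with the NOD1 agonist gamma-tri-DAP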
West Nile antiviral = West Nile virus antiviral activity, cell-based, CPE readout (AID 1621) | West Nile virus-infected cells, CPE inhibition; higher % means a stronger effect | CPE inhibition, % at 10 µM; hits with a dose series show IC50 in µM | 0.02% of 290,000 active; in the data active = a potency from the dose series; inconclusive = CPE inhibition mostly from about 3.7% at the one dose, without a potency; inactive = the rest, 99 in 100 with CPE inhibition below about 2.2%; also: strong numbers were not always called active
AID2073 = inhibitors of Mint1-CaV2.2 protein interaction, biochemical, HTRF (AID 2073) | HTRF protein-protein interaction, Mint1-CaV2.2; higher % means a stronger effect | inhibition, % at 20 µM; hits with a dose series show IC50 in µM | 0.19% of 290,000 active; in the data active = inhibition mostly above about 51%, no sharp cut-off; inconclusive = no clear call, values can overlap the other calls; inactive = mostly below about 53%; also: some results filed as inactive read as strong as hits
KOR beta-arrestin-2 = KOR antagonists, beta-arrestin recruitment, cell-based, luminescence, uHTS (AID 1778); Kappa-type opioid receptor (Homo sapiens); KOR beta-arrestin recruitment, luminescence, antagonist mode; higher % means a stronger effect; inhibition, % at 10 µM; hits with a dose series show IC50 in µM; 0.091% of 290,000 active; also: strong numbers were not always called active
NS5 inhibitors = Dengue-2 NS5 methyltransferase inhibitors, primary screen, biochemical, confirmation dose response (AID 588689) | 0.3% of 340,000 active | Dengue-2 NS5 methyltransferase capping enzyme assay, biochemical; higher % means a stronger effect | inhibition, % at 25 µM, or IC50 in µM where a hit was titrated | Genome polyprotein (Dengue virus type 2 (strain 16681-PDK53)); in the data active = a potency from the dose series; inconclusive = inhibition above about 29% without an active follow-up result
HEK293 NOD2/NF-kB = NOD2 signaling inhibitors, cell-based, luminescence, uHTS, HEK293 (AID 1566) | HEK293 NOD2/NF-kB luciferase reporter, luminescence; higher % means a stronger effect | inhibition, % at 4 µM, or EC50 in µM where a hit was titrated | 0.63% of 290,000 active; also: many of its hits are not listed in these tables
Yfh1-off respiration = enhancers of respiration in Yfh1-depleted yeast, dose response, Friedreich's ataxia, plus single-dose screen (AID 1465); 0.074% of 220,000 active; S. cerevisiae Yfh1-off respiration, WST-1 reduction, 72 h; higher fold induction means a stronger effect; fold induction at 50 µM; hits with a dose series show EC50 in µM;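 active = fold induction of absorbance versus untreated yeast above a set limit, then at least 30% activation at any dose in follow-up; inconclusive = repeats straddling the limit, or above it without dose testing; inactive = fold induction below the set limit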;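 also: activators that raise dye reduction in frataxin-depleted yeast; strong numbers were not always called active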
HIV fusion peptide = inhibitors of HIV fusion peptide binding, primary screen, biochemical, uHTS, fluorescence dequenching (AID 1986). inhibition, % at 20 µM; hits with a dose series show IC50 in µM. 0.3% of 290,000 active. cell-free peptide binding, fluorescence dequenching, 30 min; higher % means a stronger effect; in the data active = inhibition mostly above about 52%, no sharp cut-off; inactive = mostly below about 76%; also: some results filed as inactive read as strong as hits
Numbers without * were called inactive; i = inactive; ? = inconclusive; . = not tested or not shown; [ ] = remark or other dose. Rule as the data show it, unless noted: active = inhibition above about 50%; inactive = the rest.

| smiles | KOR beta-arrestin-1 | NOD1 inhibition | West Nile antiviral | AID2073 | KOR beta-arrestin-2 | NS5 inhibitors | HEK293 NOD2/NF-kB | Yfh1-off respiration | HIV fusion peptide |
| --- | --- | --- | --- | --- | --- | --- | --- | --- | --- |
| O=C(NCCCO)c1cc2ccccc2[nH]1 | -6.4% | -50% | 0.2% | 12% | -9% | -10% | -12% | i | 0.6% |
| COc1ccc(Cc2nc(C(=O)Nc3ccc(F)cc3)cs2)cc1 | -4.2% | 18% | 0.1% | ? | -21% | -10% | 30% | i | 1.8% |
| Cc1ccc(-c2c(NCCc3ccccc3)c(=O)c2=O)cc1 | 0.9% | -13% | -0.2% | 19% | -10% | 0% | 27% | . | 4.8% |
| COc1ccc(NC(=O)CCc2ccccc2)cc1NC(=O)c1ccco1 | 3.2% | -36% | -0.2% | 1% | -2% | 1% | -3% | i | 1.0% |
| O=C(O)C1=C[C@H](c2ccc(F)cc2)C[C@H](OCc2ccc(CO)cc2)O1 | -2.8% | -4% | 0.7% | 0% | 16% | 6% | -2% | i | 1.6% |
| CN(Cc1ccccc1)c1oc(COc2ccccc2F)nc1C#N | -5.3% | -12% | -0.5% | -4% | -10% | -2% | -13% | i | -1.3% |
| CNC(=O)C1CC(=O)N(c2ccc(OCC(=O)NCc3ccccc3)cc2)C1 (configuration not stated) | 3.1% | 27% | 0.3% | 16% | -38% | 1% | -30% | . | 0.3% |
| CC(NC(=O)Nc1nnc(C(F)(F)F)s1)(C(F)(F)F)C(F)(F)F | -1.1% | 20% | ? | -6% | -10% | 5% | -6% | i | 29% |
| Cc1cc(Cl)c(S(=O)(=O)NC2CCCC2)cc1OCC(=O)NC1CCCCC1 | 6.2% | 21% | -1.0% | 1% | 14% | -1% | 48% | i | 9.6% |
| O=C(NCc1ccccn1)c1ccc(Cl)c(S(=O)(=O)N2CCCCC2)c1 | 1.1% | -42% | -0.9% | -5% | -14% | -5% | 4% | i | 1.4% |

An excerpt from above in order of their number in NS5 inhibitors, lowest first:
Molecule,KOR beta-arrestin-1,NOD1 inhibition,West Nile antiviral,AID2073,KOR beta-arrestin-2,NS5 inhibitors,HEK293 NOD2/NF-kB,HIV fusion peptide
O=C(NCc1ccccn1)c1ccc(Cl)c(S(=O)(=O)N2CCCCC2)c1,1.1%,-42%,-0.9%,-5%,-14%,-5%,4%,1.4%
CNC(=O)C1CC(=O)N(c2ccc(OCC(=O)NCc3ccccc3)cc2)C1 (configuration not stated),3.1%,27%,0.3%,16%,-38%,1%,-30%,0.3%
O=C(O)C1=C[C@H](c2ccc(F)cc2)C[C@H](OCc2ccc(CO)cc2)O1,-2.8%,-4%,0.7%,0%,16%,6%,-2%,1.6%

(listing goes on)
| smiles | KOR beta-arrestin-1 | NOD1 inhibition | West Nile antiviral | AID2073 | KOR beta-arrestin-2 | NS5 inhibitors | HEK293 NOD2/NF-kB | Yfh1-off respiration | HIV fusion peptide |
| --- | --- | --- | --- | --- | --- | --- | --- | --- | --- |
| COc1ccc2[nH]c(CN3CCC(n4nccc4NC(=O)C4CC4)CC3)c(C)c2c1 | 1.9% | -46% | -1.0% | 7% | 2% | -1% | 7% | . | -1.7% |
| Cc1cc(C)cc(OCC(=O)OCC(=O)NCc2cccs2)c1 | 2.4% | -10% | -0.2% | 1% | 13% | -5% | 10% | i | -1.9% |
| CC(C)NC(=O)CCc1nc2cccnc2n1-c1ccccc1 | -2.3% | 4% | -0.3% | 10% | 10% | -1% | 12% | . | -0.7% |
| O=C(NCc1ccncc1)C(=O)NCC(c1ccco1)N1CCN(c2ccccc2)CC1 (configuration not stated) | -2.2% | -17% | -0.6% | 26% | 5% | 1% | 16% | i | 3.0% |
| CSc1cc(-c2ccc(Cl)cc2)[nH]c(=O)c1C#N | -4.3% | -44% | -0.1% | ? | 2% | 0% | 4% | i | 0.3% |
| O=S(=O)(Nc1ccc(-c2nc3cccnc3s2)cc1)c1cc(F)ccc1F | 2.0% | 11% | 0.2% | 23% | 24% | 7% | 22% | i | 4.3% |
| CCN1CCN(CCNC(=O)CCCn2nc(C)c3c(C)n(-c4ccc(C)cc4)nc3c2=O)CC1 | -2.2% | 8% | -0.1% | 4% | -18% | -4% | 21% | . | -0.8% |
| C(=C\N1CCCCCC1)/c1nnnn1-c1ccc(-c2ccccc2)cc1 | 9.2% | -2% | -0.1% | 16% | -14% | -4% | -17% | i | 1.2% |
| Cc1cc(C(=O)N2CCN(C/C=C/c3ccccc3)CC2)no1 | -3.1% | 12% | -1.3% | -2% | 18% | 3% | 14% | i | -0.5% |
| Cc1cc(C(=O)CN2C(=O)c3cccc(N)c3C2=O)c(C)n1Cc1cccs1 | 5.7% | -73% | -0.2% | 38% | -4% | 5% | -193% | i | 11% |
| CC(=O)N1CCc2c(sc(NC(=O)c3ccc4c(c3)OCCO4)c2C#N)C1 | -3.1% | -27% | 0.2% | -9% | -51% | -7% | -18% | i | 1.4% |
| CCOC(=O)CNC(=O)CSc1nc2nc(C)c(Br)cc2[nH]1 | -8.0% | -2% | 0.3% | 0% | -25% | -10% | 2% | i | 2.2% |
| Cc1cc2c(=O)n(Cc3ccco3)c(SCC(=O)NCc3ccco3)nc2s1 | -4.7% | -12% | -0.7% | 2% | 42% | -6% | 10% | i | 7.6% |
| COc1ccc(NS(=O)(=O)c2ccc(NC(=O)CCNS(=O)(=O)c3ccc(C)cc3)cc2)cc1 | 12% | 0% | 1.0% | 43% | 1% | -9% | 15% | i | -0.1% |
| CC(=O)N1CCC(N(C(=O)Nc2ccc(F)cc2)C2CCCC2)CC1 | -3.6% | -4% | 0.1% | 20% | 28% | 0% | 2% | i | -0.1% |
| CCCn1nnnc1SCC(=O)c1ccc(NC(C)=O)cc1 | 18% | -21% | -0.1% | -17% | -13% | 4% | -18% | i | 2.3% |
| Cc1ccc(/C=C(\NC(=O)c2ccccc2)C(=O)OCc2ccccc2)cc1 | -0.4% | -33% | -1.3% | 15% | 11% | 0% | -4% | i | 2.7% |
| COc1ccc(CCNC(=O)c2oc3ccc(S(=O)(=O)N4CCOCC4)cc3c2C)cc1OC | 2.1% | 17% | 0.7% | -12% | 34% | -2% | 7% | i | 0.9% |
| CCCC(=O)N1CCN(c2ccc(NC(=O)c3cc4ccccc4o3)cc2Cl)CC1 | 17% | 51% | 0.1% | 21% | -71% | -7% | 5% | i | 0.1% |
| COc1ccc(CCNC(=O)c2cc(-c3ccc(Cl)c(Cl)c3)oc2C)cc1 | 6.9% | 16% | -1.3% | 3% | -10% | -4% | 4% | i | 2.5% |
| CCCOC(=O)c1ccc(NC(=O)c2cnccn2)cc1 | -2.5% | -34% | 0.2% | 40% | 30% | -4% | -21% | i | -0.9% |
| CC1(C)S[C@@H]2[C@H](NC(=O)C(C(=O)O)c3ccccc3)C(=O)N2[C@H]1C(=O)O (some centres not stated) | -3.2% | 13% | . | -3% | -17% | -4% | 15% | . | 14% |
| CSc1cccc(NC(=O)c2ccc(CN3CCc4ccccc4C3)cc2)c1 | 3.9% | 10% | -1.7% | 0% | -22% | 3% | 22% | . | 2.8% |
| COC(=O)C1CCN(C(=O)c2ccc3nc(-c4cccc(OC)c4)oc3c2)CC1 | 2.5% | 2% | -0.5% | 7% | 9% | -8% | -66% | . | -2.4% |
| Cc1ccc(O)c(CO)n1 | 0.5% | -2% | 0.3% | 11% | 1% | 2% | 21% | i | -2.4% |
| Cn1cc(C(=O)NC2CCCCCCC2)c(=O)c2cc(S(=O)(=O)N3CCCC3)ccc21 | 3.5% | . | -0.4% | 2% | 5% | -3% | 15% | i | -0.9% |
| CCOC(=O)N/N=C\c1ccc(-c2cccc(C(F)(F)F)c2)o1 | 4.1% | -33% | -1.4% | -11% | -19% | -7% | 7% | i | -0.5% |
| COc1ccc(OC)c(-c2csc(NC(=O)Cc3ccccc3OC)n2)c1 | -0.3% | -31% | -0.2% | -5% | 6% | -2% | 7% | . | 0.2% |
| Cc1cc(=O)oc2c3c(cc(OCC(=O)NCCC(=O)O)c12)OC(C)(C)CC3 | -2.0% | -4% | 0.0% | 34% | 12% | -4% | 16% | . | 0.8% |
| CCCOc1ccccc1C1CC(=O)Nc2cc3c(cc21)OCCO3 (configuration not stated) | -0.9% | 1% | . | -2% | -121% | 6% | 14% | . | -0.1% |
| OC(CNCC1CCCO1)Cn1c2ccc(Br)cc2c2cc(Br)ccc21 (configuration not stated) | -1.4% | -22% | -2.0% | 7% | -20% | 0% | 9% | i | -1.8% |
| O=C(CCNC(=O)C1CCN(S(=O)(=O)c2ccc(F)cc2)CC1)NCCc1cccc(F)c1 | -4.0% | -14% | 0.9% | 4% | -9% | -5% | 8% | . | 0.3% |
| c1ccc(CNCc2ccc3c(c2)OCO3)nc1 | -1.1% | -8% | 0.7% | 0% | 4% | -3% | 15% | i | 2.4% |
| CN(C)CC(O)COc1cccc(OCC(O)CN(C)C)c1 (configuration not stated) | -1.1% | -4% | . | -6% | -5% | 3% | 4% | . | 1.3% |
| CC(C)N1CC(C(=O)O)CC1=O (configuration not stated) | 7.8% | -17% | 0.1% | 7% | -7% | 1% | -2% | i | -0.8% |
| COc1ccc(/C=N/NC(=S)N[C@H]2CC3CCC2C3)cc1 (some centres not stated) | -5.5% | -6% | -0.4% | 3% | 4% | . | -6% | i | -0.8% |
| Cc1ccnc(SCC(=O)NC2CC2)n1 | 1.3% | 7% | 0.1% | -23% | 5% | -2% | 10% | . | 0.0% |
| CCN(CC)CCCNC(=O)C1CCN(C(=O)c2oc3cc4sc(N(C)C)nc4cc3c2C)CC1 | -0.1% | -22% | -0.3% | 37% | -26% | 0% | 1% | . | -1.1% |
| CCc1nnc(SCc2cn3c(C)cc(C)nc3n2)n1N | -0.2% | 15% | -0.1% | 10% | -50% | 3% | 14% | i | -0.5% |
| O=C(Nc1cccc(-c2cccc(F)c2)c1)C1CCN(Cc2ccc(CO)o2)CC1 | -1.5% | -16% | 0.0% | 11% | -42% | -3% | 14% | . | 0.4% |
| COc1ccc(CCNC(=O)c2cccc(NC3=NC4CS(=O)(=O)CC4S3)c2)c(OC)c1 (configuration not stated) | -5.0% | 0% | 0.2% | 4% | -8%[20 µM] | 1% | 5% | . | -1.5% |
| COC(=O)CCC(=O)OC1(C)C(=O)C2=CN(CC3CC3)C(c3ccc(OC)cc3)=CC2=C(Br)C1=O (configuration not stated) | 0.9% | -10% | 0.1% | 12% | 26% | 31µM* | 5% | i | 3.9% |
| CCOC(=O)c1nn(-c2ccc(F)cc2)c(-c2ccccc2)c1C(=O)c1ccccc1 | 2.7% | 7% | -0.2% | 5% | -24% | 1% | -1% | i | -1.6% |
| C[N+](C)(C)CCCC(=O)c1ccc2c(c1)OCO2 | -1.9% | . | 0.0% | 14% | -1% | -5% | 16% | i | -4.0% |
| O=C(NC(Cc1ccccc1)C(=O)O)/C(=C/c1ccc([N+](=O)[O-])cc1)NC(=O)c1ccccc1 (configuration not stated) | 2.7% | 9% | 0.5% | 6% | -24% | 1% | -12% | . | 0.8% |
| CCOCc1c(C(=O)OCC(=O)Nc2ccc(C)c(S(=O)(=O)N(C)C)c2)oc2ccccc12 | 0.0% | -17% | 3.1% | -1% | -6% | -1% | 2% | i | -1.0% |
| CC(C)(C)NCCOCCOc1ccccc1-c1ccccc1 | 0.1% | -27% | -0.3% | 9% | -2% | 2% | -2% | i | -0.1% |

Some of the compounds tested, so the mix of outcomes need not match the whole.
